SDO1 yeast rescue: restores growth of sdo1-depleted yeast | S. cerevisiae sdo1-depleted JHY4D growth rescue, OD600 30 h; hits give high values; pdr5 snq2 efflux-pump mutant strain | z-score at 10 µM | 140,000 compounds, 0.21% hits | AID 817;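 active = z-score above 3 at both the 24 hr and the 30 hr optical density reads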;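 also: z-score against mean and SD of all compound wells on the same plate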
Insulin prom inh: TRM-6 insulin promoter activity inhibition; inhibition, % at 2 µM; TRM-6 cells (human fetal islet line), insulin promoter-eGFP reporter, imaging; reporter expression induced with tamoxifen; 130,000 compounds, 0.9% hits;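 active = inhibition above the mean plus 3 SD, with well images judged a real hit on visual review, cut at about 60% in these data, passing the limit was not always enough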
SDO1 yeast rescue Rescue 24 h: also measured in SDO1 yeast rescue; calls as there; z-score; S. cerevisiae sdo1-depleted JHY4D growth rescue, OD600; measured here: growth rescue at 24 h;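 0 is the plate mean of compound wells and units are plate SD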
* = called active by the depositor; x = no result given; & = joins results of further samples.

(1) CCOC(=O)c1c(-c2cccc([N+](=O)[O-])c2)csc1NC(=O)CCCOc1ccccc1OC
(2) Cc1ccc(Cn2ccc(NC(=O)c3cc(-c4ccc(Cl)cc4)on3)n2)cc1
(3) O=C1/C(=C\c2ccco2)SC(=S)N1c1ccc(O)cc1
(4) Cc1cc(C)n(-c2nc3ccccc3[nH]c2=O)n1
(5) Cc1ccc(C(=O)NNC(=O)C2CCN(c3nc(C)cc(C)n3)CC2)cc1
(6) CCCc1nc2oc3c(NCCN(C)C)ncnc3c2c2c1CCCC2
(7) Cn1c(COc2ccccc2)nnc1SCC(=O)NCc1ccccc1
(8) Cn1c(CCNC(=O)C(C)(C)C)nc2ccccc21
(9) CC(C)N1C(=O)CCC1C(=O)O (configuration not stated)
(10) Cc1ccc(-c2nn(C)c(=O)c3ccccc23)cc1CNC(=O)/C=C/c1ccccc1

assay / compound | 1 | 2 | 3 | 4 | 5 | 6 | 7 | 8 | 9 | 10
SDO1 yeast rescue | -0.46 | -0.02 | -1.85 | 0.43 | 0.16 | 0.84 | 0.49 | 0.84 | 0.18 | 0.17
SDO1 yeast rescue Rescue 24 h | -0.02 | -0.21 | -1.27 | -0.11 | 0.33 | 1.09 | 0.08 | 0.29 | -0.5 | 0.2
Insulin prom inh | x | x | -50.0 | 28.9 | 9.7 | x | x | x | -33.3 | 40.5

(11) COc1cc(S(=O)(=O)NCc2ccccc2)ccc1F
(12) O=C(O)C1CCC(=O)N1Cc1ccc(F)cc1 (configuration not stated)
(13) O=C(CNC(=O)Cn1ccc2ccccc2c1=O)NCCCN1CCCCCC1
(14) C=CCC(C(=O)OC)(C(=O)OC)c1ccccc1[N+](=O)[O-]
(15) CCOc1ccc(-n2nc3ccc(NC(=O)c4ccc5c(c4)OCCO5)cc3n2)cc1
(16) CCOC(=O)c1ccc(COC(=O)CNC(=O)CNC(=O)c2ccc(OC)cc2)o1
(17) COc1ccc(-n2nnnc2SCC(=O)Nc2nnn(C)n2)cc1
(18) CN(C)CCNC(CC(=O)Nc1ccc(Cl)c(Cl)c1)C(=O)O (configuration not stated)
(19) Cc1ccc2cc(/C=N/NC(=O)c3ccc(F)cc3)c(Cl)nc2c1
(20) O=C(Nc1cccc2ccccc12)N1CCN(c2ccc(F)cc2)CC1

assay / compound | 11 | 12 | 13 | 14 | 15 | 16 | 17 | 18 | 19 | 20
SDO1 yeast rescue | 0.86 | 0.35 | 0.24 | x | -0.09 | 1.38 | 0.37 | x | x | -0.53
SDO1 yeast rescue Rescue 24 h | -0.18 | 0.16 | -0.16 | x | 1.89 | 0.65 | 0.33 | x | x | -0.21
Insulin prom inh | 37.5 | 25.8 | -3.9 | -25.0 | 23.1 | -312.5 | 30.4 | 44.2 | 56.2 | x

2 records drawn at random from those above, as already listed:
(4) Cc1cc(C)n(-c2nc3ccccc3[nH]c2=O)n1
(9) CC(C)N1C(=O)CCC1C(=O)O (configuration not stated)

assay / compound | 4 | 9
SDO1 yeast rescue | 0.43 | 0.18
SDO1 yeast rescue Rescue 24 h | -0.11 | -0.5
Insulin prom inh | 28.9 | -33.3

Next structures follow.
(21) COc1ccc(N=C2CCCN2CC(N)=O)cc1
(22) CC(=O)c1c(C)cc(C)c(CSc2nc(C)cc(=O)[nH]2)c1C
(23) O=C1C=C(c2cccs2)CC(c2cccs2)C1n1cnc([N+](=O)[O-])c1 (configuration not stated)
(24) CN(C)c1ncc(S(=O)(=O)c2ccccc2)c(-c2ccccc2Cl)n1
(25) NNC(=O)c1ccc2nc(-c3ccc(Br)cc3)cn2c1
(26) CCn1c(=NC(=O)c2ccc(N3C(=O)CCC3=O)cc2)sc2c(OC)ccc(OC)c21
(27) COc1ccc(NC(=O)CSc2nnc(-c3ccccc3C)n2N)cc1
(28) CCOC(=O)NN1C(=O)c2ccccc2NC1c1ccccc1O (configuration not stated)
(29) O=C(Nc1cccc(C(F)(F)F)c1)c1cnccn1
(30) CC(C(=O)Nc1ccc(S(N)(=O)=O)cc1)N1CCc2ccccc21 (configuration not stated)

assay / compound | 21 | 22 | 23 | 24 | 25 | 26 | 27 | 28 | 29 | 30
SDO1 yeast rescue | 0.63 | -0.54 | -0.8 | -0.34 | x | -0.49 | 1.72 | -0.7 | x | x
SDO1 yeast rescue Rescue 24 h | 0.21 | 0.44 | 0.27 | -0.04 | x | -0.78 | 0.95 | -1.54 | x | x
Insulin prom inh | -6.5 | 30.4 | -29.7 | x | 33.3 | x | x | -2.8 | 33.3 | 15.0

(31) O=C(Nc1ccc(NC(=O)C2CC2)nc1)c1ccncc1
(32) CC1(C(=O)NC2CCCC2)CCC(=O)N1Cc1cccs1 (configuration not stated)
(33) Cc1ccc(CNc2ncnc3cc(Cl)ccc23)o1
(34) CCC(C)(C)NC(=O)C(c1ccncc1)N(Cc1cccs1)C(=O)Cn1nnc2ccccc21 (configuration not stated)
(35) Cc1cc(NC(=O)CCC(=O)N(c2ccccc2)C2(C(=O)NC3CCCCC3)CCCC2)no1
(36) COC(=O)C(C)n1nnc2sc(-c3ccccc3)cc2c1=O (configuration not stated)
(37) COCCNS(=O)(=O)c1cc(OC)ccc1OC
(38) Cc1ccc(COc2ccc(/C=N/NC(=O)CN3CCCCC3)cc2)cc1
(39) O=c1oc2c(CN3CCCCC3)c(O)ccc2c2c1CCCCC2
(40) COc1c(F)c(F)c(C(=O)Nc2ccc(NC(=O)c3ccco3)cc2)c(F)c1F

assay / compound | 31 | 32 | 33 | 34 | 35 | 36 | 37 | 38 | 39 | 40
SDO1 yeast rescue | 0.94 | -0.18&-0.17 | -1.72 | 0.35 | -0.44 | x | x | x | -0.07 | -0.25
SDO1 yeast rescue Rescue 24 h | 0.58 | -0.43&-0.4 | -1.87 | -0.25 | -0.67 | x | x | x | -0.66 | -0.2
Insulin prom inh | -14.3 | x | 64.3 | x | -48.4 | 18.5 | 26.3 | 0.0 | -68.8 | -35.1

(41) Cc1ccccc1-n1c(Cn2c(=O)sc3ccccc32)nnc1SCC(=O)N1CCCC1
(42) O=C(NCc1ccccn1)c1cc(-n2cnnc2)ccc1Cl
(43) CCc1cccc(C)c1NC(=O)CSc1nc2ccc(N3C(=O)c4ccccc4C3=O)cc2s1
(44) Cc1[nH]nc2c1C(c1ccc(OC(=O)c3ccco3)cc1)C(C#N)=C(N)O2 (configuration not stated)
(45) CN1C=C(C(F)(F)F)C=C/C1=C(\C#N)c1nnc2n1CCCCC2
(46) CC(=C1C(=O)c2ccccc2C1=O)N1CCN(CCN=CC2=C(O)CC(C)(C)CC2=O)CC1
(47) O=C(O)C1(NS(=O)(=O)c2ccc(Cl)cc2)CCCCC1
(48) CCc1c(C)nc(Nc2nc(C)c3ccc(OC)cc3n2)[nH]c1=O
(49) O=C(/C=C/c1ccccc1)NC(=S)Nc1ccc(CN2CCOCC2)cc1
(50) COc1ccc(CCNc2nc(C)nc3c2oc2ccccc23)cc1OC

assay / compound | 41 | 42 | 43 | 44 | 45 | 46 | 47 | 48 | 49 | 50
SDO1 yeast rescue | 2.62 | 0.69 | -1.61 | 1.77 | 0.09 | 0.14 | -0.13 | -2.26 | -1.31 | -0.28
SDO1 yeast rescue Rescue 24 h | 2.71 | -0.32 | 0.16 | 0.92 | -0.33 | -0.45 | -0.53 | -1.94 | -1.19 | -0.12
Insulin prom inh | x | -476.9 | x | 7.1 | x | -13.3 | 1.4 | 51.6 | 42.9 | 59.5

(51) COc1cc(OC)cc(C(=O)NC(=S)NNC(=O)Cc2cccs2)c1
(52) CSc1cccc(NC(=O)CN(C2CCCCC2)S(C)(=O)=O)c1
(53) O=C(C1CCCO1)N1CCN(S(=O)(=O)c2ccccc2)CC1 (configuration not stated)
(54) CC(NC(=O)c1ccco1)C(c1cccs1)N1CCN(c2ccc(F)cc2)CC1 (configuration not stated)
(55) Cc1cc2nc(C)c(Cc3ccccc3)c(=O)n2[nH]1
(56) CC1(C(=O)CSc2n[nH]c(-c3ccccc3Cl)n2)CCC(=O)O1 (configuration not stated)
(57) CCC(C)n1c(SCC(=O)NC(=O)Nc2ccc3c(c2)OCCO3)nc2ccccc2c1=O (configuration not stated)
(58) CCc1n(CC(O)COCc2ccccc2)c2ccccc2[n+]1C (configuration not stated)
(59) Cc1nn(S(=O)(=O)N(C)C)c(C)c1CN1C(=O)c2ccccc2C1=O
(60) O=C(Cc1cccs1)Nc1ccc(S(=O)(=O)N2CCCC2)cc1

assay / compound | 51 | 52 | 53 | 54 | 55 | 56 | 57 | 58 | 59 | 60
SDO1 yeast rescue | -0.46 | -0.28 | 1.09 | -2.14 | 1.24 | -0.58 | -0.46 | x | -0.22 | x
SDO1 yeast rescue Rescue 24 h | -0.09 | -0.2 | 0.96 | -2.03 | 1.79 | -1.46 | -0.32 | x | -0.73 | x
Insulin prom inh | 38.2 | -15.4 | -281.2 | -57.1 | 10.0 | -27.3 | x | -17.6 | 38.3 | -20.0

In the list so far, eight have a Cl atom:
(2) Cc1ccc(Cn2ccc(NC(=O)c3cc(-c4ccc(Cl)cc4)on3)n2)cc1
(18) CN(C)CCNC(CC(=O)Nc1ccc(Cl)c(Cl)c1)C(=O)O (configuration not stated)
(19) Cc1ccc2cc(/C=N/NC(=O)c3ccc(F)cc3)c(Cl)nc2c1
(24) CN(C)c1ncc(S(=O)(=O)c2ccccc2)c(-c2ccccc2Cl)n1
(33) Cc1ccc(CNc2ncnc3cc(Cl)ccc23)o1
(42) O=C(NCc1ccccn1)c1cc(-n2cnnc2)ccc1Cl
(47) O=C(O)C1(NS(=O)(=O)c2ccc(Cl)cc2)CCCCC1
(56) CC1(C(=O)CSc2n[nH]c(-c3ccccc3Cl)n2)CCC(=O)O1 (configuration not stated)

assay / compound | 2 | 18 | 19 | 24 | 33 | 42 | 47 | 56
SDO1 yeast rescue | -0.02 | x | x | -0.34 | -1.72 | 0.69 | -0.13 | -0.58
SDO1 yeast rescue Rescue 24 h | -0.21 | x | x | -0.04 | -1.87 | -0.32 | -0.53 | -1.46
Insulin prom inh | x | 44.2 | 56.2 | x | 64.3 | -476.9 | 1.4 | -27.3

Additional records follow:
(61) O=C(NCc1ccco1)C1CCN(C(=O)c2cc3sccc3n2Cc2ccc(F)cc2)CC1
(62) CCOC(=O)c1ccc(NC(=O)CSc2nnc(-c3ccncc3)n2C)cc1
(63) CCCCSc1nc2ccc(Nc3nc(N4CCOCC4)nc(N4CCOCC4)n3)cc2s1
(64) CCCCc1nc(SCc2ccc([N+](=O)[O-])cc2)n[nH]1
(65) C=CCn1c(=O)c2c(C)c(C)sc2n2c(Nc3ccccc3)nnc12
(66) C=CCn1c(O)c(N=NC(=S)Nc2ccc(OC)cc2)c2ccccc21
(67) CN1CCC(N(C)C(=O)c2ccccc2Nc2ccc(SC(F)F)cc2)CC1
(68) CCCOc1ccc(N2C(=O)CC(N3CCC(O)(c4cccc(C(F)(F)F)c4)CC3)C2=O)cc1 (configuration not stated)
(69) Cc1ccc(/C=N/NC(=O)C(=O)N/N=C/c2ccc(C)o2)o1
(70) CCOC(=O)C1CCN(CC(=O)c2c(C)[nH]c3ccccc23)CC1

assay / compound | 61 | 62 | 63 | 64 | 65 | 66 | 67 | 68 | 69 | 70
SDO1 yeast rescue | -1.39 | -0.01 | -0.8 | x | -0.14 | 1.97 | 0.17 | -0.77 | x | 0.98
SDO1 yeast rescue Rescue 24 h | -0.73 | -0.68 | 0.04 | x | 0.05 | 3.76 | -0.56 | -1.1 | x | 0.73
Insulin prom inh | -50.0 | -53.9 | -8.1 | -30.0 | -50.5 | 0.0 | 50.0 | -9.7 | -25.0 | 51.7

(71) Cc1ccc(/C=C2\Oc3c(ccc(O)c3CN3CCN(C)CC3)C2=O)cc1
(72) CCOC(=O)CNC(=O)c1ccc(C)cc1
(73) CCCN1C2=NCCCN2c2ccccc21
(74) COc1ccccc1C1(CC(=O)Nc2nccs2)CCOC(C(C)C)C1 (configuration not stated)
(75) Cc1ccnc(NS(=O)(=O)c2ccc(N)cc2)n1
(76) NNC(=S)Nc1ccc(Cl)cc1
(77) COc1ccc(OCCSc2nnc(-c3ccoc3C)n2C)cc1
(78) COc1ccc(-c2cc(NCCc3ccncc3)n3ncnc3n2)cc1
(79) COc1cc2c(cc1OC)C(C(=O)NCc1ccco1)C(c1cccs1)N(C)C2=O (configuration not stated)
(80) NS(=O)(=O)c1ccc(NS(=O)(=O)c2ccc(NC(=O)c3ccc(-c4ccccc4)cc3)cc2)cc1

assay / compound | 71 | 72 | 73 | 74 | 75 | 76 | 77 | 78 | 79 | 80
SDO1 yeast rescue | x | 0.88 | 1.03 | 0.31 | 0.3 | x | -0.79 | 0.47 | 0.41 | 0.87
SDO1 yeast rescue Rescue 24 h | x | 0.68 | 0.28 | 1.11 | -0.02 | x | -0.69 | -0.06 | -0.39 | 2.21
Insulin prom inh | 7.7 | x | -57.1 | x | 28.9 | 29.4 | x | x | 35.7 | 32.1

(81) Fc1ccccc1Cc1ccc(Cl)nn1
(82) COc1ccc(C2NC(=O)c3ccccc3N2)cc1OC (configuration not stated)
(83) Cc1ccc(C2CC(=O)NC(SCCC(C)C)=C2C#N)cc1 (configuration not stated)
(84) CC(C)CCN1CC(C(=O)NCCC2=CCCCC2)CC1=O (configuration not stated)

assay / compound | 81 | 82 | 83 | 84
SDO1 yeast rescue | x | 1.07 | -0.97 | -0.53
SDO1 yeast rescue Rescue 24 h | x | 1 | 0.36 | -0.36
Insulin prom inh | 19.1 | -50.0 | x | x

Assay outcomes (PubChem BioAssay)
